Assay outcomes: PubChem, National Center for Advancing Translational Sciences (NCATS)
LmPK inhibitor – LmPK (Leishmania mexicana) enzyme inhibition. 290,000 tested, 0.37% active. purified LmPK, Kinase-Glo ATP luminescence, 1 h. Q27686. Potency, µM (doses to about 57.5 µM), for the others: at the highest dose activity change, negative = inhibition, hits mostly inhibitors; further: potency means the concentration at half of the fitted maximal effect
Target sequence (Q27686 whole entry, looked up): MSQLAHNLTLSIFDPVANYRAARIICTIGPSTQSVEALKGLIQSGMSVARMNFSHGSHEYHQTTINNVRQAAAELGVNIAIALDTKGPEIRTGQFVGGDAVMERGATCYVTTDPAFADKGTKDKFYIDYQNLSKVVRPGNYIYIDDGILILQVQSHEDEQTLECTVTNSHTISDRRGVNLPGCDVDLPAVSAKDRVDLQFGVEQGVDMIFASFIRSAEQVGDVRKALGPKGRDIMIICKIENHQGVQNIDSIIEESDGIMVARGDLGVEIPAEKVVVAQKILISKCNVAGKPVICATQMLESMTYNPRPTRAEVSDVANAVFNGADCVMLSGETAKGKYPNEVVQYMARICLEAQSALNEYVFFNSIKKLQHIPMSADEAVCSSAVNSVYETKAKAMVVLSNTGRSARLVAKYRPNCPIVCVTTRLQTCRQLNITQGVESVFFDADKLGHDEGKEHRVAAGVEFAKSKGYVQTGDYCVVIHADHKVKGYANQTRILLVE
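Purified LmPK (0.1 nM) with 0.5 mM PEP and 0.1 mM ADP in imidazole buffer pH 7.2 with MgCl2/KCl, 1 h at room temperature. ATP formed was read by luciferase luminescence and normalized to no-enzyme and uninhibited controls.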
AMA1-RON2 inh – inhibitors of Plasmodium falciparum AMA1-RON2 interaction; AlphaScreen AMA1-biotinylated RON2 peptide binding; Potency, µM (titrated, usually from 58.2 µM), inactives show at the highest dose activity change, negative = inhibition, usual class: inhibitors; 360,000 tested, 0.2% active;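 further: potency means the concentration at half of the fitted maximal effect; 0% = vehicle wells and -100% = peptide control; nearly all actives have a fitted effect of over 45% in size; some results filed as inactive show a strong effect at the top dose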
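AMA1 (3D7) with his tag at 25 nM final met compounds first, then biotinylated RON2 peptide at 25 nM; detection used donor plus acceptor beads, 10 µg/mL apiece, read by AlphaScreen after 30 min at room temperature.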
TbPYK inhibitor – T. brucei pyruvate kinase inhibition. Q57TT1. TbPYK enzyme, Kinase-Glo Plus ATP luminescence, 45 min. Potency, µM (top dose mostly 76.8 µM), inactives show top-dose activity, negative = inhibition, actives largely listed as inhibitors. 410,000 tested, 0.12% active; further: potency means the concentration at half of the fitted maximal effect; nearly all actives have a fitted effect of over 50% in size
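Readout: single end-point luminescence (Kinase-Glo Plus, 10 min). Reaction conditions were TbPYK/substrate plus 130 uM ADP, 45 min at RT, pH 7.2 TEA buffer. No-enzyme wells served as controls, and data were normalized before concentration-response fitting.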
HCV inhibitor – HCV inhibition. Potency, µM (highest dose often 41.8 µM), without a hit: top-dose activity change, negative = inhibition, actives largely listed as inhibitors. 340,000 tested, 3.4% active. Huh7.5.1 HCVcc-Cre infection, luciferase reporter, 44 h; further: potency means the concentration at half of the fitted maximal effect
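Cells (1,000/well) were plated 4 h before compound, then infected with HCVcc-Cre virus (~0.5 moi). After 44 h further culture, infection was read as luciferase luminescence following a 15 min substrate incubation at room temperature.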
AmpC no deterg – inhibitors of E. coli AmpC beta-lactamase without detergent; AID 485341; 330,000 tested, 0.52% active; AmpC nitrocefin hydrolysis, absorbance 480 nm, 0.0001% Triton; Potency, µM (top dose mostly 57.1 µM), for inactives: top-dose activity change, negative = inhibition, usual class: inhibitors;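 further: potency means the concentration at half of the fitted maximal effect; plate controls were no compound for no effect and no enzyme for full effect; nearly all actives have a fitted effect of over 20% in size; some results filed as inactive show a strong effect at the top dose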
Target sequence (P00811 whole entry, looked up): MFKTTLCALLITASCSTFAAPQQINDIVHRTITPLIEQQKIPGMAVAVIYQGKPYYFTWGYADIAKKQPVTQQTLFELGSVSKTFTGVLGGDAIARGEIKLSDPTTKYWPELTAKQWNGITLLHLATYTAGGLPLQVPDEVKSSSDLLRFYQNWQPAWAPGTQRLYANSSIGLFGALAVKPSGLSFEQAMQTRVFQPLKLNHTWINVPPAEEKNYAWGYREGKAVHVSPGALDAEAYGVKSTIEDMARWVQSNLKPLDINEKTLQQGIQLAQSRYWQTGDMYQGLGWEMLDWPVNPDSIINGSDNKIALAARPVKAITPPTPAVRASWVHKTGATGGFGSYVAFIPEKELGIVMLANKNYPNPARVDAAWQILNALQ
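AmpC (5.3 nM in the dispensed reagent) in 20 mM phosphate pH 7.0 with 0.01% (detergent screen) or 0.0001% Triton X-100 was preincubated with compounds for 15 min at room temperature. Nitrocefin was then added from an 800 uM solution, and hydrolysis was followed at 480 nm.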
HCMV inh – blocks human cytomegalovirus replication | 410,000 tested, 4.5% active | HFF cells, HCMV-luciferase reporter, 72 h; active compounds read low | AID 1259415 | activity change, negative = inhibition, % at 57.5 µM; in the data active means activity change below about -60%; inconclusive means no clear call, values can overlap the other calls; inactive means above about -39%
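Inhibition of viral replication was scored as loss of reporter luminescence in HFFs infected with HCMV-luciferase (MOI 1 PFU/cell) for 72 h; compounds tested at 2 doses, normalized to buffer and Salinomycin controls.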
AmpC detergent – inhibitors of E. coli AmpC beta-lactamase with detergent; P00811; Potency, µM (top dose mostly 114 µM), for the others: at the highest dose activity change, negative = inhibition, hits mostly inhibitors; AmpC hydrolysis of nitrocefin, absorbance 480 nm, 0.01% Triton; AID 485294; 370,000 tested, 0.041% active;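 further: potency means the concentration at half of the fitted maximal effect; 0% = no-compound wells and -100% = no-enzyme wells; nearly all actives have a fitted effect of over 25% in size; some results filed as inactive show a strong effect at the top dose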
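20 mM phosphate pH 7.0 + 0.01% (detergent screen) or 0.0001% Triton X-100; 5.3 nM AmpC reagent; cpd preinc 15 min RT; nitrocefin (800 uM stock) to start; A480 q20 s × 4 min; Activity was normalised to no-enzyme and no-compound control wells.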
* = called active by the depositor; ? = inconclusive; . = not tested or not shown; [ ] = remark or other dose. Unless noted, the call rests on the fitted dose curve; in most records, active means well fitted curve in the direction sought with a large enough effect; inconclusive means small, poorly fitted or top-dose-only effect, or another doubt; inactive means no such curve, though single readings can be large; an effect the other way counts as inactive or inconclusive. Unless noted, on the % scale 0 is the no-effect control and ±100 the full control effect.

SMILES	LmPK inhibitor	AMA1-RON2 inh	TbPYK inhibitor	HCV inhibitor	AmpC no deterg	HCMV inh	AmpC detergent
Cc1ccc(C)c(NC(=O)CSc2ccc(S(=O)(=O)N3CCCC3)cn2)c1	.	6%	0%	-29%	-23%	-5	-4%
Cc1ccccc1N1CCN(S(=O)(=O)c2nnc(NC(=O)c3ccco3)s2)CC1	-2%	3%	-7%	2%	-39%	1	-17%
O=C(Nc1ccc(F)c(Cl)c1)N1CCN(C(=O)c2nsc3ccccc23)CC1	.	.	-6%	.	.	?	8%
O=C(Nc1cc(S(=O)(=O)N2CCOCC2)ccc1N1CCCC1)c1ccc(Cl)cc1	.	-4%	?	?	30%	3	0%
CC1=CC(C)(C)N(S(=O)(=O)c2ccc(C)cc2)c2cc(C)ccc21	13%	0%	-12%	?	-14%	-85*	-4%
Cc1ccc2c(c1)C(=O)CCCCC(=O)N2	0%	12%	0%	2%	-8%	1	-12%
Cc1cc2c(OCC(O)CN3CCCC3)cccc2[nH]1 (configuration not stated)	-9%	-6%	-6%	-9%	-21%	?	?
CC(NS(=O)(=O)c1ccc(Cl)c(Cl)c1)C(=O)Nc1cccnc1 (configuration not stated)	.	-7%	2%	14%	-22%	-6	.
O=C(CCc1ccccc1)n1nc(-c2ccccc2)nc1NCc1ccco1	0%	5%	2%	17%	-26%	.	-9%
ON=C1c2ccccc2-c2ccc(F)cc21	.	-5%	-2%	?	.	22	.

Pulled by structure from the list above:
SMILES	LmPK inhibitor	AMA1-RON2 inh	TbPYK inhibitor	HCV inhibitor	AmpC no deterg	HCMV inh	AmpC detergent
Cc1ccc(C)c(NC(=O)CSc2ccc(S(=O)(=O)N3CCCC3)cn2)c1	.	6%	0%	-29%	-23%	-5	-4%
O=C(CCc1ccccc1)n1nc(-c2ccccc2)nc1NCc1ccco1	0%	5%	2%	17%	-26%	.	-9%
Cc1cc2c(OCC(O)CN3CCCC3)cccc2[nH]1 (configuration not stated)	-9%	-6%	-6%	-9%	-21%	?	?
ON=C1c2ccccc2-c2ccc(F)cc21	.	-5%	-2%	?	.	22	.

New compounds follow:
SMILES	LmPK inhibitor	AMA1-RON2 inh	TbPYK inhibitor	HCV inhibitor	AmpC no deterg	HCMV inh	AmpC detergent
Cc1cccc(C2c3[nH]c4ccccc4c3CCN2C(=O)c2cc(C(C)C)nc(N)n2)n1 (configuration not stated)	6%	-2%	1%	-21%	125%[activator]	64	4%
C[C@H](CCC(=O)O)[C@H]1CC[C@H]2[C@@H]3CC[C@@H]4C[C@H](O)CC[C@]4(C)[C@H]3CC[C@]12C	.	-8%	2%	2%	-14%	8	-2%
CC1CCCCN1CCNC(=O)C1CCN(S(=O)(=O)N2CCCCC2)CC1 (configuration not stated)	4%	-7%	5%	12%	1%	-13	-2%
Cn1cnc(S(=O)(=O)Nc2cc(-c3ccc(Cl)cc3)nn2C)c1	0%	-4%	2%	11%	-1%	40	-1%
CC(C)(C)C(=O)CSc1nccc(=O)[nH]1	-1%	4%	-3%	5%	-4%	16	-11%
CCC(=O)N1CCc2cc(S(=O)(=O)CCC(=O)O)ccc21	-2%	5%	-2%	4%	-13%	7	-12%
CCOc1ccc(S(=O)(=O)Nc2ccc(C(=O)N/N=C/c3c(C)nn(-c4ccccc4)c3N3CCCC3)cc2)cc1	3%	4%	5%	?	-49%	?	0%
CN(C)C1=NP(N(C)C)(N(C)C)=NC(c2ccccc2)=N1	-1%	28%	0%	7%	4%	38	5%
NNc1nnc2c3cc(F)ccc3n(Cc3ccccc3)c2n1	1%	56%[activator]	-6%	?	-38%	-95*	-8%
COC(=O)c1ccc(NC(=O)C(=O)N2CCN(C(=S)Nc3ccc(C)cc3)CC2)cc1	1%	-4%	-5%	?	-19%	0	-5%

A second format for part of the listing above.
compound: Cn1cnc(S(=O)(=O)Nc2cc(-c3ccc(Cl)cc3)nn2C)c1
  LmPK inhibitor: 0%; AMA1-RON2 inh: -4%; TbPYK inhibitor: 2%; HCV inhibitor: 11%; AmpC no deterg: -1%; HCMV inh: 40; AmpC detergent: -1%
compound: CC(C)(C)C(=O)CSc1nccc(=O)[nH]1
  LmPK inhibitor: -1%; AMA1-RON2 inh: 4%; TbPYK inhibitor: -3%; HCV inhibitor: 5%; AmpC no deterg: -4%; HCMV inh: 16; AmpC detergent: -11%
compound: CCC(=O)N1CCc2cc(S(=O)(=O)CCC(=O)O)ccc21
  LmPK inhibitor: -2%; AMA1-RON2 inh: 5%; TbPYK inhibitor: -2%; HCV inhibitor: 4%; AmpC no deterg: -13%; HCMV inh: 7; AmpC detergent: -12%
compound: CCOc1ccc(S(=O)(=O)Nc2ccc(C(=O)N/N=C/c3c(C)nn(-c4ccccc4)c3N3CCCC3)cc2)cc1
  LmPK inhibitor: 3%; AMA1-RON2 inh: 4%; TbPYK inhibitor: 5%; HCV inhibitor: ?; AmpC no deterg: -49%; HCMV inh: ?; AmpC detergent: 0%

Going on with the list.
SMILES	LmPK inhibitor	AMA1-RON2 inh	TbPYK inhibitor	HCV inhibitor	AmpC no deterg	HCMV inh	AmpC detergent
COc1ccc(S(=O)(=O)Nc2cccc3c2O[C@H](CN(C)C(=O)NC(C)C)[C@@H](C)CN([C@H](C)CO)C3=O)cc1	.	1%	9%	29%[8.37 µM]	140%[activator]	-19	.
CC(C)Cc1nnc(NS(=O)(=O)c2ccc([N+](=O)[O-])cc2)s1	40%	-8%	-21%	18%	-15%	2	?
O=C(Nc1ccccc1Cl)c1cc(C2CCCN(C(=O)C3CCCCC3)C2)on1 (configuration not stated)	.	-2%	-6%	.	.	-6	.
CCc1nc2ccc(C(=O)NCCCN3CCCC3=O)cn2c1N(C)C(=O)Nc1ccccc1OC	.	1%	-1%	.	.	36	.
O=C(NCCC(=O)N1CCN(S(=O)(=O)c2ccccc2)CC1)c1ccc(Br)cc1	.	5%	-14%	11%	62%[activator]	1	-2%
Cc1nn(S(=O)(=O)c2ccccc2)c(C)c1S(=O)(=O)N1CCOCC1	-5%	-12%	-5%	21%	-3%	12	1%
CNc1c(NC(=O)COc2ccc(Cl)cc2)c(=O)oc2ccccc12	-7%	22%	-5%	-15%	-32%	-37	-1%
Cc1ccc(NCc2nnc(SCC(=O)c3ccccc3)o2)c(C)c1	1%	36%[activator]	1%	-21%	0%	-11	-12%
COc1ccc(CCN2C(=NC(=O)CCC(=O)O)SC3CS(=O)(=O)CC32)cc1OC (configuration not stated)	2%	4%	-6%	29%	-20%	34	-11%
CCOC(=O)c1[nH]c(COC(=O)CCOc2ccccc2OC)c(C(=O)OCC)c1C	-2%	8%	.	-7%	13%	-10	-9%
CCOC(=O)C1CCCN(CC(=O)c2c[nH]c3ccc(C)cc23)C1 (configuration not stated)	-7%	-9%	0%	-16%	1%	-8	1%
CCOC(=O)C1=C(C)NC(=O)NC1c1ccc(N2CCC(c3ccccc3)=N2)cc1 (configuration not stated)	1%	5%	1%	-13%	-33%	-30	-7%
COc1ccc(C(=O)N(Cc2ccco2)Cc2ccco2)cc1	.	.	3%	.	.	-20	19%
COC(=O)c1[nH]c(C)c(/C(O)=C2\C(=O)C(=O)N(CCN3CCOCC3)C2c2ccc(C)o2)c1C (configuration not stated)	4%	0%	-2%	1%	-7%	-38	-1%
CC1(C)Cc2ccccc2-c2c1c(=O)n(Cc1ccccc1)c1nnnn21	5%	0%	-17%	-13%	-9%	-5	?
CCOC(=O)/C(=C/c1ccc(OC(F)F)cc1)C1=Nn2c(nnc2-c2ccc(Cl)cc2)SC1	.	-2%	-13%	?	.	-98*	.
COc1ccccc1N1CCN(c2cc(=O)n(-c3ccccc3Cl)c(=O)[nH]2)CC1	4%	-7%	-6%	13%	75%[activator]	21	-4%
CS(=O)(=O)N(Cc1ccc(C(=O)NN=C2CCCCCC2)cc1)c1ccccc1	-3%	27%	2%	-17%	-52%	14	-6%
CCC(=O)c1ccc(OCC(=O)Nc2ccc(S(=O)(=O)Nc3cc(C)nc(C)n3)cc2)cc1	.	-2%	0%	4%	-16%	-28	.
O=S1(=O)CC2N=C(N(Cc3ccc(F)cc3Cl)c3ccccc3F)SC2C1 (configuration not stated)	7%	-1%	2%	-2%	-3%	-7	-3%
CN(C)c1nnnn1-c1ccc(OC(F)(F)F)cc1	-2%	-15%	1%	0%	-2%	0	0%
CCOc1ccc(OCC(=O)N2CCOCC2)cc1	-3%	7%	-10%	9%	-5%	35	?
O=C(Nc1ccccc1)Nc1ccccc1	.	-4%	?	?	.	0	.
Cc1ccc(/C=N/NC(=O)NC2CCCCC2)o1	1%	-2%	-5%	-16%	-12%[11.4 µM]	-10	-1%
CCS(=O)(=O)c1ccc2oc(Nc3ccc(OC)c(OC)c3)nc2c1	-3%	1%	-11%	-6%	-27%	-5	-2%
Cc1ccnc(SCCn2c(N3CC(C)CC(C)C3)nc3c2c(=O)n(C)c(=O)n3C)n1 (configuration not stated)	2%	1%	5%	-12%	-15%	40	?
COc1ccc(Cc2nnc(NC(=O)c3c(-c4ccccc4)noc3C)s2)cc1	3%	-5%	-11%	18%	1%	5	6%
CCCCC(c1nnnn1Cc1ccco1)N1CCN(C(=O)c2ccco2)CC1 (configuration not stated)	-5%	-15%	-1%	-11%	-3%	-40	5%
COc1ccc(NC(=O)CSc2nnc(C3CC3)n2C)cc1	8%	2%	-21%	-7%	-16%	-19	-3%
